# High-throughput results: PubChem BioAssay, several laboratories
# DAX1 inh-1 = NR0B1 (DAX1) inhibition. HEK293 Gal4-DAX1 luciferase reporter, luminescence. inhibition, % at 6.75 µM. 340,000 compounds, 0.99% hits. AID 504766;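 active = inhibition above the mean over all tested compounds plus 3 SD, cut at about 4.2% in these data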;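 note: 0% = DAX1-transfected cells with DMSO and 100% = empty-vector control cells with DMSO; inhibition shows as a rise in luminescence from relieved DAX1 repression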
# ADAM10 inh = ADAM10 inhibition, QFRET primary screen | O14672 | recombinant ADAM10, EDANS/DABCYL FRET peptide cleavage, 3 h | inhibition, % at 7 µM | 370,000 compounds, 0.62% hits;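 active = inhibition above a per-campaign cutoff equal to the mean of compounds falling between control-based bounds plus 3 SD, cut at about 20% in these data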;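 note: 0% = DMSO wells while the 100% control is not disclosed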
# sPLA2-III inh = Inhibits HGIII-sPLA2 liposome hydrolysis, primary screen. Q9NZ20. QFRET BODIPY PC-A2 liposome hydrolysis, fluorescence. inhibition, % at 12.2 µM. 370,000 compounds, 0.56% hits. AID 743126;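 active = inhibition above mean plus 3 SD of compounds lying within the high and low control bounds, cut at about 19% in these data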;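 note: 0% = median of test compound wells and 100% = no enzyme DMSO wells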
# SMARCA2 activ = SMARCA2 function activation, primary screen. MG213 cells, MMTV-luciferase reporter, dexamethasone, overnight. 370,000 compounds, 1% hits. activation, % at 9.1 µM; in the data active = activation above about 7.8%;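 note: 0% = vehicle wells and 100% = reference activator wells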
# ssDAF-12 act = activators of S. stercoralis DAF-12 nuclear receptor | HEK293 ssDAF-12/GRIP1 lit1-tk-luc reporter, luminescence; % of 3 µM dafachronic acid response | activation, % at 6.8 µM | 370,000 compounds, 1% hits;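 active = activation above the mean over all tested compounds plus 3 SD, cut at about 0.9% in these data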;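 note: 0% = DMSO-only wells and 100% = 3 µM delta7-dafachronic acid wells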
# NPR1 activator = GC-A (human) enzyme activation | P16066 | HEK293 GC-A cells, cGMP TR-FRET, EC30 ANP; 0% at EC30 ANP, 100% saturating ANP | activation, % at 10 µM | 370,000 compounds, 0.14% hits | AID 1671463; in the data active = activation above about 40%
# FXN GAA850 act = increases GAA850 frataxin promoter reporter activity; HEK293 lucGAA850 FXN promoter luciferase reporter, 24 h; percent of 10 µM SAHA response; activation, % at 6 µM; 360,000 compounds, 0.56% hits;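 active = activation above the average of all compounds screened plus 3 SD, cutoff fixed separately per campaign, cut at about 7.5% in these data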;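 note: 0% = DMSO wells and 100% = 10 µM SAHA wells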
# DAX1 inh-2 = blocks DAX1 repression of SF-1 activated StAR promoter; HEK293T StAR-luciferase reporter, SF-1/DAX-1 repression relief; inhibition, % at 6.8 µM; 370,000 compounds, 1.1% hits; AID 652010;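 active = inhibition above the mean over all tested compounds plus 3 SD, cut at about 3.6% in these data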;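 note: 0% = DAX-1 cells with DMSO and 100% = cells lacking DAX-1 with DMSO; higher inhibition means more luminescence from relief of DAX-1 repression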
# hgDAF12 agonist = agonists of H. glycines DAF-12 nuclear receptor; HEK293 GAL4-hgDAF12 UAS-luciferase reporter, agonist luminescence; normalized to butyrate control; activation, % at 6.8 µM; 370,000 compounds, 1.8% hits; AID 687014;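 active = activation above a cutoff set at the mean of all screened compounds plus 3 SD, cut at about 10% in these data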;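 note: 0% = DMSO wells and 100% = sodium butyrate wells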
# hcDAF12 agonist = activates DAF-12 receptor from parasite H. contortus; AID 652067; 370,000 compounds, 1.4% hits; HEK293 hcDAF-12 lit1-tk-luc reporter, luminescence; 0% DMSO, 100% Δ7-dafachronic acid; activation, % at 6.8 µM;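 active = activation above the mean of all tested compounds plus 3 SD, cut at about 5.5% in these data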;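 note: 100% = response to 3 µM Δ7-dafachronic acid high control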
# GC-B act = GC-B (human) receptor activation. P20594. HEK293-GC-B cells, CNP EC30, cGMP TR-FRET; 0% at EC30 CNP, 100% saturating CNP. activation, % at 10 µM. 370,000 compounds, 0.11% hits. AID 1920062;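 active = activation at 10 µM reaching about 35% in either raw or pattern-adjusted values, limit read from the data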
# Target sequence (P20594 whole entry, looked up): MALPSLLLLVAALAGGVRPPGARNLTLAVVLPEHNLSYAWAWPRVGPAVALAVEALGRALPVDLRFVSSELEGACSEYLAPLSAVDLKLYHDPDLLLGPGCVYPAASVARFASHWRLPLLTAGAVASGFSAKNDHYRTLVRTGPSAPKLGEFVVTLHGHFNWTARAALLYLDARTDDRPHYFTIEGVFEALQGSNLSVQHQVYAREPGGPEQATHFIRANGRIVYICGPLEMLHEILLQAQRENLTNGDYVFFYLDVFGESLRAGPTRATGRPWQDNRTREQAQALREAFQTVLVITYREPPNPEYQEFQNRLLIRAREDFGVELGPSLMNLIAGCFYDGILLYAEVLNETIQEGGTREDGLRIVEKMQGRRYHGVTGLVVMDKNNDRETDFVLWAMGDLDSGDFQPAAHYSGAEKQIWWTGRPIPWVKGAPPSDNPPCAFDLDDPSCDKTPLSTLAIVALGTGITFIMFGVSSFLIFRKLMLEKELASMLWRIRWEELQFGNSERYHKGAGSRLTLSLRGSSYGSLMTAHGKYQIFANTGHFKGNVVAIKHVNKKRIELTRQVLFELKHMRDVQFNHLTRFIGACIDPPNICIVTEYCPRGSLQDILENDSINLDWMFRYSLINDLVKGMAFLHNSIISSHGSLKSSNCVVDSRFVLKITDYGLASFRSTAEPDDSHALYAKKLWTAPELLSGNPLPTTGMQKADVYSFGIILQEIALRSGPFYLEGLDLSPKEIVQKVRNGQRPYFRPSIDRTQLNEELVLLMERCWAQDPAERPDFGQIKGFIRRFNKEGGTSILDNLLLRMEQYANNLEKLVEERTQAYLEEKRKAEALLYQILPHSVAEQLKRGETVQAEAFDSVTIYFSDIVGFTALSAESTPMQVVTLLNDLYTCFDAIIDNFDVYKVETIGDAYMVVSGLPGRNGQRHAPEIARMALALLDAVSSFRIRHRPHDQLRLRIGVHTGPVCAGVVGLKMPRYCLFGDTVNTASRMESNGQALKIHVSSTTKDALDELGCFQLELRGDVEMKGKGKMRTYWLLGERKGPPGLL
# * hit, by the source's call; x = not tested or not shown.
SMILES,DAX1 inh-1,ADAM10 inh,sPLA2-III inh,SMARCA2 activ,ssDAF-12 act,NPR1 activator,FXN GAA850 act,DAX1 inh-2,hgDAF12 agonist,hcDAF12 agonist,GC-B act
Cc1ccc2nc(SCC(=O)NC3CCS(=O)(=O)C3)[nH]c2c1 (centres undefined),0.6,-11,-1,-4,-1.2,4,-1.3,2.3,1.4,-0.7,-2
O=C1CC(C(=O)Nc2ccccc2)C2(CCCCC2)O1 (centres undefined),1.1,0,-7,1,-1.1,2,1.5,0.2,1.5,-0.9,1
CS(=O)(=O)N(Cc1ccccc1)c1ccc(C(=O)NCc2cccnc2)cc1,-1.6,-4,-5,-2,-1.5,0,-1.4,-0.9,-3.3,-1.3,-1
COc1ccc(-c2noc(N3CCCC(C(=O)Nc4cc(F)ccc4F)C3)n2)cc1 (centres undefined),0.4,-6,12,-1,-0.3,1,0.9,0.7,0.3,-0.3,-2
COc1ccc(OC)c(C(=O)COC(=O)c2[nH]c(C)c(C(C)=O)c2C)c1,-0.6,-92,-11,0,-0.7,5,1.0,-2.2,-5.6,-1.5,0
COc1ccc(-n2c(C)cc(C(=O)CSc3ccc(NC(C)=O)cc3)c2C)cc1,0.2,3,-11,-1,-1.1,-1,3.7,0.5,1.8,-1.9,4
CCC(=O)Nc1nnc(CSCc2ccccc2)s1,0.2,2,-1,1,-1.3,-2,1.3,0.0,0.6,-1.7,-1
Cc1cc2c(cc1S(=O)(=O)N1CCN(c3cccc(C)c3C)CC1)OCC(=O)N2,-0.6,0,-6,-1,-0.9,0,-0.8,-0.1,-1.4,-1.0,10
O=C1/C(=C\c2ccsc2)NC(=S)N1c1ccccc1,1.1,6,18,-4,-1.0,-2,1.0,0.4,-0.8,3.0,4
CSCCC(NC(=O)c1ccccc1Br)C(=O)N1CCCC(C(F)(F)F)C1 (centres undefined),0.5,3,2,-3,0.0,0,-0.5,-0.1,-0.9,-0.8,-3
COC(=O)C(CC(=O)c1ccc(Cl)cc1)c1ccc(C)cc1 (centres undefined),-0.4,10,-1,1,-1.5,-1,1.0,0.0,4.9,-0.9,-1
S=c1[nH]nc(-c2ccco2)n1/N=C/c1cccs1,1.1,5,20*,0,-0.3,2,2.0,-0.2,-5.0,3.0,1
COc1ccccc1NC(=O)Cc1c(F)cccc1Cl,-1.1,-11,6,-2,-0.7,-2,0.5,-0.2,0.2,0.0,-1
O=C(NC1CCCCC1)C(c1ccnc2ccccc12)N1CCOCC1 (centres undefined),x,-12,15,-2,-0.4,-6,x,0.4,0.3,0.1,-3
Nc1nc(-c2cccs2)c(-c2cccs2)s1,-0.7,4,7,0,-0.5,13,3.0,-0.3,-0.4,-2.0,-1
CN(C(=O)COC(=O)/C=C/c1ccc(C(F)(F)F)cc1)c1c(N)n(Cc2ccccc2)c(=O)[nH]c1=O,-1.2,-3,-2,-3,-0.9,1,-1.4,-1.1,-2.1,0.0,2
Cc1cn([C@H](C(=O)NCCCCCCCCCCC(=O)N2CCNCC2)[C@@H](C)O)nn1,2.4,-9,2,1,-0.9,1,1.6,0.5,2.1,-1.9,3
C(#CCN1CCC(Cc2ccccc2)CC1)COCCOCc1ccccc1,0.0,5,-12,-2,-0.9,1,2.4,-0.2,-0.8,-2.2,-2
COc1ccc(C(CNC(=O)c2cccc(S(=O)(=O)N3CCCc4ccccc43)c2)N(C)C)cc1 (centres undefined),0.7,-28,-15,1,-1.0,-12,0.1,2.1,1.4,1.6,-8
Cc1cccc(-c2nnc(SCc3cccc4ccccc34)n2-c2ccc(Cl)cc2)c1,x,7,8,-7,-1.9,-24,x,-3.1,-4.4,-3.2,-9
CC(C)c1ccc(NC(=S)NCc2ccc3c(c2)OCO3)cc1,0.5,10,-14,3,-1.1,4,-0.9,-0.8,-1.1,-2.2,1
CN(C)CCN1C(=O)c2oc3ccc(F)cc3c(=O)c2C1c1ccncc1 (centres undefined),1.5,-109,17,-3,-1.2,3,-0.7,-0.1,-1.1,-2.1,1
Cc1ccc(OCC(O)CN2CCOCC2)cc1 (centres undefined),0.8,-4,2,1,-0.6,3,-0.4,0.1,0.0,-0.1,6
CCN(c1cccc(C(F)(F)F)c1)S(=O)(=O)c1ccc2c(c1)CCN2C(=O)C1CC1,-0.8,5,1,-3,-1.6,1,-0.2,-0.9,0.0,-0.8,1
COc1cc(C(C)=O)ccc1OC(=O)N1CCOCC1,2.9,-10,10,2,-1.0,1,0.8,-1.3,-0.5,-0.7,3

# A different layout for 2 compounds above.
Compound | DAX1 inh-1 | ADAM10 inh | sPLA2-III inh | SMARCA2 activ | ssDAF-12 act | NPR1 activator | FXN GAA850 act | DAX1 inh-2 | hgDAF12 agonist | hcDAF12 agonist | GC-B act
O=C1CC(C(=O)Nc2ccccc2)C2(CCCCC2)O1 (centres undefined) | 1.1 | 0 | -7 | 1 | -1.1 | 2 | 1.5 | 0.2 | 1.5 | -0.9 | 1
CS(=O)(=O)N(Cc1ccccc1)c1ccc(C(=O)NCc2cccnc2)cc1 | -1.6 | -4 | -5 | -2 | -1.5 | 0 | -1.4 | -0.9 | -3.3 | -1.3 | -1

# (more compounds)
SMILES,DAX1 inh-1,ADAM10 inh,sPLA2-III inh,SMARCA2 activ,ssDAF-12 act,NPR1 activator,FXN GAA850 act,DAX1 inh-2,hgDAF12 agonist,hcDAF12 agonist,GC-B act
CC(C)(C)c1nnc(NC(=O)CN2C(=O)C3C4C=CC(C4)C3C2=O)s1 (centres undefined),1.5,-4,-2,-1,-1.3,3,0.0,-0.5,-0.3,-0.7,6
Cc1cccc(OCC(=O)NCC(=O)N/N=C/c2c(C)[nH]c3ccccc23)c1,-1.2,-4,1,-1,-1.3,-4,-1.0,0.0,-3.7,0.1,-3
CC(C)CNS(=O)(=O)c1ccc(CCC(=O)NCCc2ccccc2)cc1,-0.6,5,-5,-1,-1.0,2,-2.3,0.1,-1.7,-1.6,0
COC(=O)c1c(C(=O)OC)c2n(c1C)CCS2,1.1,0,4,3,-0.9,-1,2.2,0.0,1.1,-0.8,1
O=C(Oc1ccc(-n2cnnn2)cc1)c1ccco1,2.4,8,12,-3,-1.1,1,0.0,0.8,-1.9,-2.1,2
O=c1cc2c(nn1Cc1c(Cl)cccc1Cl)-c1ccccc1CC2,-1.1,-3,-5,-2,-1.4,-5,3.0,-1.4,-2.8,0.4,-1
NCCN=C1NS(=O)(=O)c2ccccc21,0.7,2,2,-2,-1.7,-5,3.1,-0.2,-1.5,-3.1,3
NC(=O)CS(=O)(=O)c1nc2ccccc2n1CC(=O)N1CCCCC1,0.4,-2,-2,4,-1.8,3,-2.6,-0.5,-1.8,-1.8,-2
CCOCC(O)CNC(=O)c1ccc2nc(Cc3ccc(OC)c(OC)c3)oc2c1 (centres undefined),-0.1,-1,-2,-1,-1.3,2,2.5,-0.1,1.5,-0.5,0
Cc1cc(-n2nc(C)cc2C)nc(NS(=O)(=O)c2ccccc2)n1,1.1,2,-4,1,-0.8,3,-0.3,-0.6,0.4,0.0,2
Nn1c(SCC(=O)N2CCCC2)nnc1-c1cccs1,0.7,-8,2,2,0.1,1,2.0,2.0,4.3,3.7,6
OCCN1CCN(Cc2cc(Cl)c3cccnc3c2O)CC1,-0.8,-1,2,5,-1.3,4,-1.2,-0.5,-0.1,-0.2,0
COC(=O)c1ccccc1NC(=O)C1CCCN(S(C)(=O)=O)C1 (centres undefined),-0.5,2,5,-3,-0.7,1,0.0,0.1,0.1,-1.0,-2
O=C(NCCC(=O)N1CCN(c2ncccn2)CC1)c1ccccc1Cl,0.2,-3,1,0,-0.8,2,-2.4,-0.3,0.0,1.5,2
N#Cc1cc(N2CCCCC2)c([N+](=O)[O-])cc1C#N,1.8,7,0,3,-0.9,-5,0.1,0.3,1.6,0.2,-10
C[C@@H]1CN([C@@H](C)CO)C(=O)CCCn2cc(nn2)CO[C@H]1CN(C)C(=O)Nc1ccc(N2CCN(C)CC2)cc1,x,-15,9,-3,-0.6,-4,x,-1.1,-1.1,-2.4,1
COc1ccc(NC(=O)N(C)C[C@@H]2OCCCC[C@@H](C)Oc3ccc(NS(C)(=O)=O)cc3C(=O)N([C@H](C)CO)C[C@@H]2C)cc1,x,-7,8,-2,0.2,3,x,0.3,-0.3,-0.6,1
O=[N+]([O-])c1ccc(CN2CC(N3CCCC3)CS2(=O)=O)cc1 (centres undefined),0.0,0,-1,0,-0.5,1,-0.1,-0.8,-1.1,-1.3,4
CC(=O)Nc1ccc(NC(=O)CSc2ccc(-c3cccs3)nn2)cc1,1.3,-4,1,3,-1.9,-1,-1.0,-0.6,1.8,1.5,-12
CC1=CC2=NC(=O)/C(=C\c3cccn3CCOc3cc(C)ccc3C)C(=N)N2O1,-1.5,15,-14,-2,-1.4,0,-4.4,-0.4,-1.4,-3.3,12
O=C(Cc1ccc(Br)cc1)N/N=C/c1ccc(-c2cccc(C(=O)O)c2)o1,0.0,-55,-17,3,-0.9,1,-0.1,0.4,10,0.4,-2
COC(=O)c1ccc2c(=O)n(CCO)c(=S)[nH]c2c1,1.0,-12,7,0,-1.5,3,3.1,1.1,1.5,-0.8,0
Cc1cc(C(F)(F)F)nn1CC(=O)NNC(=S)NCC(C)C,-0.8,1,1,-4,-1.3,2,-0.2,-0.3,-1.2,2.0,8
Cc1[nH]c2ccccc2c1Cc1nnc(SCCC#N)o1,-0.9,-3,-13,2,-0.7,2,-0.9,-0.9,0.5,-0.4,4
COC(=O)C(Cc1ccc(O)cc1)NC(=O)C1CCN(S(=O)(=O)c2ccc(C)cc2)CC1 (centres undefined),0.5,-1,-10,-3,-0.7,-6,-0.8,-0.2,-1.8,-2.2,-2
# The list continues.
SMILES,DAX1 inh-1,ADAM10 inh,sPLA2-III inh,SMARCA2 activ,ssDAF-12 act,NPR1 activator,FXN GAA850 act,DAX1 inh-2,hgDAF12 agonist,hcDAF12 agonist,GC-B act
CCCCNS(=O)(=O)c1ccc2c(c1)oc(=O)n2CC(=O)OCC,0.4,0,-5,0,-1.2,0,1.9,-0.6,-2.6,0.6,-1
CCc1ccccc1OCC(=O)Nc1ccc(C)c(S(=O)(=O)N2CCCCCC2)c1,-1.4,10,-22,-1,-1.1,4,-0.1,-3.0,-2.2,-1.9,2
CC(=O)Nc1ccc2c(c1)C(C)(C)C(C)N2C (centres undefined),x,-3,7,-2,-1.2,-4,x,-0.9,-4.3,2.0,-4
CC(=O)c1c(C)[nH]c(C(=O)Nc2ccc(C)cc2Br)c1C,0.3,0,-3,5,-0.9,1,4.2,0.1,4.5,-0.5,0
CCOC(=O)N1CCN(c2c(NCCN3CCN(c4ccccc4F)CC3)c(=O)c2=O)CC1,1.0,5,2,-2,-1.4,-1,0.4,-0.3,-1.6,1.9,0
Cc1ccc(S(=O)(=O)N2CCOCC2)cc1NC(=O)CSc1nc(N)cc(=O)[nH]1,0.3,-5,-3,0,-0.7,-1,-0.3,-0.5,-1.0,-0.1,-1
Cc1ccccc1Cn1nc(C)c(NC(=O)/C=C/c2cnn(C)c2)c1C,-1.1,1,-5,2,-1.1,0,-1.5,-0.7,2.2,-1.9,4
OC(CNc1ccccc1)COc1ccc(OCC(O)CNc2ccccc2)cc1 (centres undefined),-1.8,7,-24,1,-1.8,-3,-0.6,-0.9,-2.6,-1.3,-2
